Bioassay records as filed in PubChem BioAssay.
TNAP inh pNP – inhibitors of human tissue-nonspecific alkaline phosphatase; inhibition, % at 20 µM; P05186; purified TNAP, pNPP hydrolysis, absorbance 405 nm; 21,000 tested, under 10 active;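 further: 0% = DMSO only wells and 100% = 1 mM levamisole wells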
Target sequence (P05186 whole entry, looked up): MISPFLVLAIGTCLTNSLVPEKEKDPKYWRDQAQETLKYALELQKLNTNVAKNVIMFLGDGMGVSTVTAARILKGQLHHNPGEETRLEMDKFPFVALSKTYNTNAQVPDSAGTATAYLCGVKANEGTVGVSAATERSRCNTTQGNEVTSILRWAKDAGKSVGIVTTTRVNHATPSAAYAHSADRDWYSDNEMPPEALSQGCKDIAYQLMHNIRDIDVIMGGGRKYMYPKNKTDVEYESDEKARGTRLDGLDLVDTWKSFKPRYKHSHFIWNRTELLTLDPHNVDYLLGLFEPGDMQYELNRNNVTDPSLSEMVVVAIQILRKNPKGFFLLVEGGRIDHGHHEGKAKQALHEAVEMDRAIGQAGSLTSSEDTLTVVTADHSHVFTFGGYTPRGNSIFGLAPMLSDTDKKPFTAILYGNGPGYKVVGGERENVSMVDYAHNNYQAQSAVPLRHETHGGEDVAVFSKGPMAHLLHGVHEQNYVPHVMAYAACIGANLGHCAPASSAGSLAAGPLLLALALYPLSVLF
TNAP inh Pi – blocks human TNAP phosphate release | P05186 | purified TNAP, pNPP, malachite green phosphate absorbance | inhibition, % at 20 µM | 21,000 tested, under 10 active
* marks the source's active call; other numbers are inactive results.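 How the source made its calls: active means inhibition above 50% at the 20 µM single-dose screen; inactive means the rest.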 Only part of the results is shown; the hit share may differ from the screen's.

SMILES	TNAP inh pNP	TNAP inh Pi
Cc1ccc(N2CCCCn3c2nc2c3c(=O)[nH]c(=O)n2C)cc1	7	10
N#Cc1nc(COc2ccccc2Cl)oc1NCc1ccc(F)cc1	5	13
O=C(CCn1nnc2ccccc2c1=O)N[C@H](C(=O)O)c1ccccc1	7	10
COc1ccc(-c2cc(C(F)(F)F)nc(SCC(=O)Nc3cc(C)on3)n2)cc1	2	11
Cc1ccc2c(c1)c1ncnc(N3CCC4(CC3)OCCO4)c1n2C	6	10
CCN=C1SC(C(=O)NCCc2ccccc2)CC(=O)N1CC (stereo not given)	1	3
Cc1cccc(/N=C/c2c(O)n(-c3cc(Cl)ccc3N3CCOCC3)c(=O)c3ccccc23)n1	4	10
COc1ccc(/C(O)=C2\C(=O)C(=O)N(CCN(C)C)C2c2cccc(OC)c2OC)cc1 (stereo not given)	0	6
CCOC(=O)N1CCN(C(=O)C(NC(=O)c2ccc(CC)cc2)C(C)C)CC1 (stereo not given)	7	12
CC(C)C[C@H](NC(=O)[C@@H]1O[C@H]1C(=O)O)C(=O)NCCCCN=C(N)N	-2	3
C=CCn1c(C)cc(C(=O)CSc2nnc(NCc3ccccc3)s2)c1C	4	15
CCOC(=O)c1c(C)noc1CP(=O)(c1ccccc1)c1ccccc1	5	20
COC(=O)c1cccc(CSc2nnc(C)s2)c1	7	10
Cc1ccc(C2/C(=C(\O)c3cnn(-c4ccccc4)c3C)C(=O)C(=O)N2CCN(C)C)o1 (stereo not given)	-5	-6
COc1ccc(-c2cc3nc4c(c(N5CCC6(CC5)OCCO6)n3n2)CCCC4)cc1	-11	2
CCOc1ccc(N2CC(C(=O)Nc3ccc(S(=O)(=O)N4CCOCC4)cc3)CC2=O)cc1 (stereo not given)	2	9
C/C=C/Cn1c(SCc2ccc(Cl)cc2)nc2c1c(=O)[nH]c(=O)n2C	1	6
COc1cccc(C2/C(=C(\O)c3ccc4c(c3)OCO4)C(=O)C(=O)N2CCN(C)C)c1OC (stereo not given)	-1	5
COc1cccc(-n2c(COc3ccccc3C)nnc2SCC(=O)O)c1	7	-10
CCOC(=O)c1c(C)[nH]c(C(=O)CSc2nnnn2-c2ccc(C)cc2)c1C	-2	6
CC(NC(=O)c1ccccc1)c1nc2ccccc2n1Cc1ccc(C#N)cc1 (stereo not given)	-1	-11
CC(=O)Nc1c(C#N)c(C(C)(C)C)cn1C	2	10
O=C(OCC(=O)N1CCCCCC1)c1n[nH]c(=O)c2ccccc12	4	15
CCn1c(SCC(=O)c2ccc(CNC(C)=O)o2)nnc1-c1cccs1	6	-2
Nc1ccc2oc(=O)c3ccccc3c2c1	5	-17

Next part:
SMILES	TNAP inh pNP	TNAP inh Pi
COc1ccccc1Oc1ccc2c(c1)C(=O)N(c1ccc(O)cc1)C2=O	0	3
CC(C)c1nc(C#N)c(NCCCn2ccnc2)o1	-1	4
CCC(C)Oc1cccc(OCCCCN2C(=O)NC(C)(C)C2=O)c1 (stereo not given)	3	6
CCOC(=O)CSC1=C(C#N)C(c2ccc(C)cc2)C2=C(CCCC2=O)N1 (stereo not given)	6	-5
c1coc(-c2nn3c(-c4ccco4)nnc3s2)c1	0	8
O=C(NCCC(=O)N1CCN(c2ncccn2)CC1)c1ccccc1	-1	3
CCOC(=O)c1[nH]c2ccc(F)cc2c1NC(=O)c1cc(OC)c(OC)c(OC)c1	-1	6
Cc1oc(/N=C/c2cccc3ccccc23)c(C#N)c1C	-3	-12
CC(C)(C)NC(=O)CSc1nccn1Cc1ccccc1	1	4
CN(C)S(=O)(=O)c1ccc(NC(=O)c2ccccn2)cc1	5	-4
COc1cccc2cc(C(=O)C3=C(O)C(=O)N(Cc4ccco4)C3c3cccnc3)oc12 (stereo not given)	-6	2
CN(C)c1nc(SCCOC(=O)COc2ccc(Cl)cc2Cl)nc(N(C)C)n1	2	17
c1cncc(-c2nc(NCc3ccco3)c3ccccc3n2)c1	0	0
N#Cc1nc(Cc2ccccc2)oc1N1CCN(c2cccc(Cl)c2)CC1	8	5
CC(CCO)Nc1nc2c([nH]1)c(=O)n(C)c(=O)n2C (stereo not given)	-7	2
O=C(Nc1nccs1)c1nc(-c2ccccc2)n(-c2ccccc2)n1	1	4
Cc1ccccc1C(=O)N1CCN(c2nc(N3CCOCC3)nc(N3CCOCC3)n2)CC1	0	0
CCNc1cccc2c1C(=O)N(C)C2=O	2	14
CCOC(=O)CSC1=C(C#N)C(c2ccco2)C(C(=O)Nc2cccc(C(F)(F)F)c2)=C(C)N1 (stereo not given)	-2	4
O=C(Nc1cnccn1)C1c2ccccc2Oc2ccccc21	-3	5
CC1CC1C(=O)OCC(=O)NCc1ccccc1Cl (stereo not given)	2	3
O=C1c2ccccc2C(=O)N1CCC(c1ccc(F)cc1)c1ccco1 (stereo not given)	-8	-7
O=C(CSc1nnc(COc2cccc3ccccc23)o1)N1CCN(C(=O)c2ccco2)CC1	-8	0
COc1ccc(CCn2c(-c3ccco3)nc3oc4ccccc4c(=O)c3c2=O)cc1	3	-1
COCc1cc(C)nc(SCC(=O)N2CCC(C)CC2)c1C#N	0	0

More records follow:
SMILES	TNAP inh pNP	TNAP inh Pi
CCOC(=O)CNC(=O)CSc1nnnn1-c1ccc(C)c(C)c1	2	5
COc1ccccc1N1CCN(C(=O)Cn2nnc(-c3ccncc3)n2)CC1	8	9
CCOC(=O)N1CCN(c2nc(=S)n(-c3ccccc3)c(C)c2C(C)=O)CC1	4	17
NC(=O)COc1ccc(C2c3c(oc4ccccc4c3=O)C(=O)N2CC2CCCO2)cc1 (stereo not given)	-7	1
COc1cc2cc(C(=O)O)n(C)c2c(OC)c1OC	3	10
COCCNCC(=O)C12CC3CC(CC(C3)C1)C2	5	9
Cn1c(=O)c2c3c(sc2n2c(SCC(N)=O)nnc12)CC(C(C)(C)C)CC3 (stereo not given)	5	-12
Clc1ccc(-c2nn3c(-c4ccncc4)nnc3s2)c(Cl)c1	3	8
CCN(CC)CCNc1ncnc2c1[nH]c1ccc(OC)cc12	4	8
Nc1c(C(=O)NCCN2CCOCC2)c2nc3ccccc3nc2n1CCc1ccccc1	-2	8
CC(C)c1nc2oc3c(=O)[nH]cnc3c2c2c1CCC2	4	7
COC(=O)c1[nH]c2ccc(Cl)cc2c1NC(=O)C1CC1	-6	-10
COC(=O)Cc1c(C)nc2nc(NCc3ccc(Cl)cc3)[nH]n2c1=O	5	10
CN1CCN(CC(=O)Nc2ccc(Oc3ccccc3)cc2)CC1	-4	-3
O=C1N[C@@H](Cc2cnc[nH]2)C(=O)N2CCC[C@@H]12	0	2
COc1ccc(CCn2nnnc2C(CC(C)C)N2CCC(C(N)=O)CC2)cc1OC (stereo not given)	-1	0
CC1(C(=O)CSc2nc3ccccc3[nH]2)CCC(=O)O1 (stereo not given)	-12	-14
O=C(O)CCc1ccc(-c2cccs2)n1NC(=O)c1ccc(O)cc1	4	-13
CCn1c(COc2ccccc2)nnc1SCC(=O)CC(=O)Nc1ccccc1OC	0	0
[O-]/[N+](=C\c1ccncc1)c1ccccc1	0	0
COc1ccccc1N1CCN(C(=O)c2ccc(S(=O)(=O)N3CCCC3)cc2)CC1	2	10
O=C(O)c1ccccc1NC(=O)C1CCCO1 (stereo not given)	0	16
CCn1nnnc1SCC(=O)Nc1cccc(C)n1	4	9
COc1ccc(S(=O)(=O)N(C)CC(=O)NC2CCCCC2)cc1OC	0	-1
COc1ccc(-c2nc(-c3ccccc3)no2)c(OC)c1	7	3

Filtered by structure: those above containing a thiophene ring, fused or not.
SMILES	TNAP inh pNP	TNAP inh Pi
CCn1c(SCC(=O)c2ccc(CNC(C)=O)o2)nnc1-c1cccs1	6	-2
Cn1c(=O)c2c3c(sc2n2c(SCC(N)=O)nnc12)CC(C(C)(C)C)CC3 (stereo not given)	5	-12
O=C(O)CCc1ccc(-c2cccs2)n1NC(=O)c1ccc(O)cc1	4	-13

Next section:
SMILES	TNAP inh pNP	TNAP inh Pi
COc1ccc(-c2cc(C(F)(F)F)nc(SCCC(=O)NCc3ccco3)n2)cc1	0	5
O=C(O)C1C2C=CC3(CN(Cc4ccncc4)C(=O)C13)O2 (stereo not given)	6	2
O=C(c1ccc(S(=O)(=O)N2CCCCCC2)cc1)N1CCN(c2ccccn2)CC1	6	13
CCOC(=O)c1ccc(NC(=O)C2CC2)cc1	4	7
CC(C)(C)c1nnc2sc(SCC(=O)c3ccccc3)nn2c1=O	6	9
CCN(CC)CCCC1(CN)OCCc2ccccc21 (stereo not given)	7	0
COn1c(SCC(=O)N(C)C)nc2ccccc2c1=O	-2	-3
O=c1cc(-c2ccccc2)nc2nc(CCc3ccccc3)[nH]n12	0	0
COC(=O)c1c(NC(=O)CSc2nnnn2-c2ccc3c(c2)OCO3)sc(C)c1C	4	9
CNC(=O)c1cc(S(=O)(=O)N(C)C)ccc1Cl	0	0
O=C(O)C1CCCCC1C(=O)NCCc1c[nH]c2ccccc12 (stereo not given)	2	-16
O=C(CCN1CCCCC1c1cccnc1)NCc1ccccc1 (stereo not given)	0	11
Cc1ccc(-n2ncc3c(NCCCOC(C)C)ncnc32)c(C)c1	0	0
CCCc1cc(=O)[nH]c(SCC(=O)Nc2cc3c(cc2C(C)=O)OCO3)n1	-1	6
CCCCCNC(=O)C(C#N)c1nc2ccccc2nc1N1CCCC1 (stereo not given)	-4	3
O=C(Cn1c(NCCO)nc2ccccc21)c1cccs1	3	8
O=C(CSc1nc(C2CC2)nc2sc3c(c12)CCCC3)NCc1ccco1	-2	-2
O=S(=O)(NCCc1ccccc1)c1ccc(S(=O)(=O)N2CCCCC2)cc1	8	7
Nc1c(C(=O)NCCN2CCOCC2)c2nc3ccccc3nc2n1-c1ccccc1	1	-10
CN1CCN(CC(=O)n2c3c(c4ccccc42)CCCC3)CC1	8	0
CCOc1nc(C)ccc1-c1noc(C)n1	-1	7
CCOC(=O)c1c(C)n(C)c2ccc(O)c(CN3CCN(C)CC3)c12	3	9
CC1CCCCN1C(=O)CSc1nnc(-c2cccnc2)n1C1CCCCC1 (stereo not given)	3	0
CCOC(=O)c1ccc(Oc2c(C)oc3c(CN4CCN(C)CC4)c(O)ccc3c2=O)cc1	3	15
c1csc(-c2nnc3ccccn23)c1	4	-10

7 successive records already listed, for reference:
SMILES	TNAP inh pNP	TNAP inh Pi
COc1ccc(-c2cc(C(F)(F)F)nc(SCCC(=O)NCc3ccco3)n2)cc1	0	5
O=C(O)C1C2C=CC3(CN(Cc4ccncc4)C(=O)C13)O2 (stereo not given)	6	2
O=C(c1ccc(S(=O)(=O)N2CCCCCC2)cc1)N1CCN(c2ccccn2)CC1	6	13
CCOC(=O)c1ccc(NC(=O)C2CC2)cc1	4	7
CC(C)(C)c1nnc2sc(SCC(=O)c3ccccc3)nn2c1=O	6	9
CCN(CC)CCCC1(CN)OCCc2ccccc21 (stereo not given)	7	0
COn1c(SCC(=O)N(C)C)nc2ccccc2c1=O	-2	-3

The list continues.
SMILES	TNAP inh pNP	TNAP inh Pi
CCCOc1ccc(Cl)cc1CN1CCOCC1	5	1
Cc1cc2ncn(S(=O)(=O)N3CCOCC3)c2cc1C	-3	2
Cc1c(N=Cc2ccc(-c3ccc(Cl)cc3)o2)c(=O)n(-c2ccccc2)n1C	6	5
CCCN1C(=O)C(NC(C)=O)c2cc(OC)ccc21 (stereo not given)	-1	2
COC(=O)COc1ccc(Oc2nc(SC)nc(N(C)C)n2)nn1	-12	-14
CCOC(=O)C1C2C=CC3(CN(C4CCCC4)C(=O)C13)O2 (stereo not given)	6	15
CCOC(=O)Cc1nnc(NC(=O)Nc2ccccc2)s1	6	10
Nc1nc(SCC(=O)Nc2ccc(Br)cc2F)n[nH]1	7	16
Cc1nn2c(-c3ccc(Cl)cc3)nnc2s1	2	-8
O=C(CCCN1C(=O)c2ccccc2C1=O)Nc1sc2c(c1C(=O)NCc1ccco1)CCC2	1	4
CC(=O)NC(=O)Nc1sc(=S)n(C)c1C	8	5
Cc1cc(N2CC34C=CC(O3)C(C(=O)O)C4C2=O)no1 (stereo not given)	4	9
CN(C)c1ccnc2sc3c(=O)n(Cc4ccccc4)cnc3c12	2	-9
CC(C)c1ccc(O)c(N)c1	-1	7
Cc1c(N=Cc2c(O)n(Cc3ccco3)c(=O)c3ccccc23)c(=O)n(-c2ccccc2)n1C	0	-1
CC(=O)Nc1ccc(C(=O)CSc2nnc(Cn3nnc4ccccc43)n2C)cc1	3	8
CC(C)(C)OC(=O)N1CCCC(C(=O)CC#N)C1 (stereo not given)	0	8
COC(=O)COn1c(SCC(=O)OC)nc2ccccc2c1=O	-7	-8
CNC(=O)c1cc2c(ccc3ccccc32)oc1=N	2	5
Cc1ccc(S(=O)(=O)NC2CCCC(C(=O)O)C2)cc1 (stereo not given)	4	7
O=C(CSc1nc(NS(=O)(=O)c2ccccc2)cc(=O)[nH]1)Nc1ccc(F)cc1	4	10
O=C(C1=C(O)C(=O)N(Cc2ccco2)C1c1cccnc1)c1cc2ccccc2o1 (stereo not given)	-3	6
O=c1[nH]cnc2sc3c(c12)CCCC3	2	11
N#Cc1c(NCCN)nc(NCc2ccccc2)c2c1CCN(Cc1ccccc1)C2	0	0
CC1CCCC(C)N1C(=O)CN1CCN(c2nc(-c3ccc(F)cc3)cs2)CC1 (stereo not given)	4	-4

An excerpt of these results, as comma-separated lines.
molecule,TNAP inh pNP,TNAP inh Pi
O=C(CSc1nc(NS(=O)(=O)c2ccccc2)cc(=O)[nH]1)Nc1ccc(F)cc1,4,10
O=C(C1=C(O)C(=O)N(Cc2ccco2)C1c1cccnc1)c1cc2ccccc2o1 (stereo not given),-3,6

Structures from the list above with a CF3 group:
SMILES	TNAP inh pNP	TNAP inh Pi
COc1ccc(-c2cc(C(F)(F)F)nc(SCC(=O)Nc3cc(C)on3)n2)cc1	2	11
CCOC(=O)CSC1=C(C#N)C(c2ccco2)C(C(=O)Nc2cccc(C(F)(F)F)c2)=C(C)N1 (stereo not given)	-2	4
COc1ccc(-c2cc(C(F)(F)F)nc(SCCC(=O)NCc3ccco3)n2)cc1	0	5
